M5 antag – antagonists of human muscarinic M5 receptor (CHRM5); 360,000 tested, 0.59% active; AID 624040; inhibition, % at 3 µM; CHO-hM5 cells, Fluo-8 calcium fluorescence, ACh EC80; P08912;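 active = inhibition above a per-plate cutoff, the mean of that plate's test compounds plus 3 SD, cut at about 27% in these data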;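 note: 0% = acetylcholine EC80 with DMSO and 100% = DMSO without agonist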
Target sequence (P08912 whole entry, looked up): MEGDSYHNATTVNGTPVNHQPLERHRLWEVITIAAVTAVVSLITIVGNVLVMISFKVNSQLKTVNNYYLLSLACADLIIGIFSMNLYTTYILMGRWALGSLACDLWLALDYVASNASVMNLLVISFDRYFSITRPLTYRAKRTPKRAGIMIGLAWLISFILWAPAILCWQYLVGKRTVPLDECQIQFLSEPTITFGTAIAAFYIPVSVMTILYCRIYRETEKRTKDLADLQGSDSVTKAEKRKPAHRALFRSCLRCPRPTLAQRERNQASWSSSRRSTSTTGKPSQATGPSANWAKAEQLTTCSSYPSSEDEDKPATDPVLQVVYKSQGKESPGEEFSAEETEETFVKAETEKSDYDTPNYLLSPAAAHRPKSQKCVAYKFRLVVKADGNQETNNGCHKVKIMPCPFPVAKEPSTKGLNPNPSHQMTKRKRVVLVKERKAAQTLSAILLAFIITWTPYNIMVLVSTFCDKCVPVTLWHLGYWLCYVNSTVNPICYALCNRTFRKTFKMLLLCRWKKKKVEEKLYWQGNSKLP
CHRM4 agonist – agonists of human muscarinic M4 receptor (CHRM4) | P08173 | activation, % at 3 µM | CHO-K1 hM4/Gqi5, Fluo-8 calcium fluorescence; vehicle 0%, full acetylcholine response 100% | 360,000 tested, 0.14% active;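 active = activation above the run mean over all test wells plus 3 SD, cut at about 32% in these data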;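 note: peak over basal fluorescence ratio per well then scaled between controls; 0% = DMSO wells and 100% = acetylcholine at EC100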
Target sequence (P08173 whole entry, looked up): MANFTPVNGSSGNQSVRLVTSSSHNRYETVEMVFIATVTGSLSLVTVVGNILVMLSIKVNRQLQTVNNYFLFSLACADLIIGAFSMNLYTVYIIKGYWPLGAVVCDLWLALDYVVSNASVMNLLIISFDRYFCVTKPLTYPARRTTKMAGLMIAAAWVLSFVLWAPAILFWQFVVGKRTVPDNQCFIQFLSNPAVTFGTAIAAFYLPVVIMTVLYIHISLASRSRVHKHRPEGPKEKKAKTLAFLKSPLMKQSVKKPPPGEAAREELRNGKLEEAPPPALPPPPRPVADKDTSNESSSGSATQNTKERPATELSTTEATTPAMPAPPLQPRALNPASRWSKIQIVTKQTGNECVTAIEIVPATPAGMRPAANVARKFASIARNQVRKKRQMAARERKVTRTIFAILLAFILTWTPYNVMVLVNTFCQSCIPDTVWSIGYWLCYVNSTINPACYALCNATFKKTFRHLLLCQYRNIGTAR
M4 antag – blocks acetylcholine activation of human M4 receptor; P08173; CHO-hM4 cells, ACh EC80, Fluo-8 calcium fluorescence; inhibition, % at 3 µM; 360,000 tested, 0.73% active; AID 624125;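 active = inhibition above its plate's cutoff, the mean inhibition of sample wells plus 3 SD, cut at about 27% in these data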;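 note: 0% = acetylcholine EC80 with DMSO and 100% = DMSO without agonist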
CHRM4 PAM – potentiates acetylcholine response at human M4 receptor; P08173; CHO-K1 hM4/Gqi5, Fluo-8 calcium fluorescence, ACh EC20; 0% = ACh EC20, 100% = maximal ACh; activation, % at 3 µM; 360,000 tested, 0.4% active;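 active = activation above its plate's cutoff, the mean activation of sample wells plus 3 SD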; note: some results filed as inactive read as strong as hits
M5 ag – agonists of human muscarinic M5 receptor (CHRM5); P08912; CHO-K1 hM5 cells, Fluo-8 calcium fluorescence; 0% DMSO wells, 100% maximal acetylcholine response; activation, % at 3 µM; 360,000 tested, 0.19% active;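 active = activation above the run's mean over test compounds plus 3 SD, cut at about 23% in these data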;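 note: signal is peak over basal fluorescence ratio across the kinetic read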
M5 PAM – potentiates acetylcholine response at human M5 receptor; P08912; CHO-K1 hM5, Fluo-8 calcium, ACh EC20 PAM; 0% = ACh EC20, 100% = ACh EC100; activation, % at 3 µM; 360,000 tested, 0.3% active;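 active = activation above the run cutoff, the mean activation of all test compounds plus 3 SD, cut at about 18% in these data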
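Test system: CHO-K1 hM5 cells / Doses: single-point, 3 µM nominal / Times: Post-acetylcholine fluorescence recording 140 s / Technique: Fluo-8 calcium fluorescence / Measure: Max/basal fluorescence ratio as % of EC20–EC100 ACh window / Benchmarks: low control EC20 acetylcholine (0%), high control EC100 acetylcholine (100%) / Replicates: one well per compound, no replicates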
CHO-K1 Ca antag – M1 antagonist counterscreen hit in parental CHO-K1 cells; 360,000 tested, 0.6% active; ATP-induced calcium, Fluo-8 fluorescence; AID 602250; inhibition, % at 3 µM;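 active = inhibition above a per-plate cutoff, the plate's mean sample inhibition plus 3 SD, cut at about 24% in these data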;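 note: 0% = DMSO plus EC80 ATP and 100% = DMSO alone without ATP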
M1 ag parental – M1 agonist counterscreen hit in parental CHO-K1 cells. Fluo-8 calcium fluorescence; scaled to maximal ATP response, vehicle zero. activation, % at 3 µM. 360,000 tested, 0.48% active; in the data active = activation above about 15%;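 note: untransfected CHO-K1 host cells lacking M1 receptor as counterscreen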
CHO-K1 Ca PAM – nonselective activator or artifact in parental CHO-K1 calcium assay; ATP EC20, Fluo-8 calcium fluorescence; 0% at ATP EC20, 100% at ATP max; activation, % at 3 µM; 360,000 tested, 0.02% active;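 active = activation above the run cutoff, the mean activation of all test compounds plus 3 SD, cut at about 40% in these data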;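 note: peak over basal fluorescence ratio in a 140 s read after ATP addition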
Numbers without * were called inactive; . = not tested or not shown.

structure	M5 antag	CHRM4 agonist	M4 antag	CHRM4 PAM	M5 ag	M5 PAM	CHO-K1 Ca antag	M1 ag parental	CHO-K1 Ca PAM
COc1ccc(NC(=O)C(C2CC2)n2c(=O)c(-c3cc4ccccc4[nH]3)nc3ccccc32)cc1 (stereo unspecified)	2	7	7	10	1	9	.	.	.
CCOC(=O)c1cnc2c(-c3ccccc3OC)c(C)nn2c1C	1	-1	6	-4	-4	6	-19	-0.3	14
COc1ccc(CNC(=O)CSc2nnnn2Cc2ccccc2)cc1	-5	1	-6	2	-4	1	-6	0.3	9
CC(n1cnnn1)C12CC3CC(CC(C3)C1)C2 (stereo unspecified)	3	1	8	-4	-3	5	-9	0.0	2
NC(=S)NN=Cc1nccc2ccccc12	7	2	2	3	2	-5	-7	-0.1	-12
O=C([C@@H]1CCCN1C(=O)c1cccs1)N1CCN(S(=O)(=O)c2cccc(F)c2)CC1	11	6	-3	2	2	0	-15	1.2	5
Cc1ccc2c(C(=O)CN3CCCCC3)c(C)[nH]c2c1	2	1	-11	8	-5	2	9	12	-1
COc1ccccc1NC(=O)Cc1c(F)cccc1Cl	-2	0	5	0	-6	-1	-14	0.3	29
CN(/N=C/C=C/c1ccccc1)C1=NS(=O)(=O)c2ccccc21	-4	0	0	10	-1	6	7	0.1	2
CCn1cc(Cl)c(C(=O)Nc2nc3ccccc3n2CCN2CCCCC2)n1	6	0	10	-10	-1	-5	13	-0.3	-6
COCCn1c(=N)c(C(=O)NCc2ccco2)cc2c(=O)n3cc(C)ccc3nc21	-2	0	1	2	-4	-3	-12	0.6	15
O=C(CCc1nnc2n(Cc3ccccc3Cl)c(=O)c3ccccc3n12)NCCCN1CCOCC1	-2	0	2	3	-4	2	-4	0.4	10
O=C(Cc1cccs1)Nc1ccc(-c2nc3ccccc3[nH]2)cc1	15	6	5	-6	-1	-10	13	0.6	-5
Fc1cccc(Nc2nc3ccccc3n3cnnc23)c1	9	2	-8	2	-3	-4	-7	0.5	-20
CCOc1ccc2oc(C(=O)Nc3ccc(C)cn3)c(C)c2c1	1	0	-5	5	0	1	-14	0.6	20

Some of the entries so far, with values under each structure.
Results follow in this order: M5 antag | CHRM4 agonist | M4 antag | CHRM4 PAM | M5 ag | M5 PAM | CHO-K1 Ca antag | M1 ag parental | CHO-K1 Ca PAM
CCn1cc(Cl)c(C(=O)Nc2nc3ccccc3n2CCN2CCCCC2)n1
    6 | 0 | 10 | -10 | -1 | -5 | 13 | -0.3 | -6
COc1ccc(CNC(=O)CSc2nnnn2Cc2ccccc2)cc1
    -5 | 1 | -6 | 2 | -4 | 1 | -6 | 0.3 | 9
Cc1ccc2c(C(=O)CN3CCCCC3)c(C)[nH]c2c1
    2 | 1 | -11 | 8 | -5 | 2 | 9 | 12 | -1

Further compounds follow:
structure	M5 antag	CHRM4 agonist	M4 antag	CHRM4 PAM	M5 ag	M5 PAM	CHO-K1 Ca antag	M1 ag parental	CHO-K1 Ca PAM
COc1cc(OC)c(-c2nc3ccccc3s2)cc1OC	2	0	-12	-4	-6	-6	-9	-0.3	1
OCCNCC1(O)C2CC3CC(C2)CC1C3 (stereo unspecified)	-2	1	-1	1	-2	10	-20	1.0	13
Nc1nnn(CC(=O)N/N=C/c2ccccc2)n1	8	1	5	14	-1	-1	-6	0.1	13
Cn1cc([C@]2(O)C(=O)Nc3ccc(Br)cc32)c2ccccc21	6	12	0	5	3	3	.	.	.
CN1C(C(=O)NCc2ccccc2)CC2Cn3c(nc4ccccc43)C21 (stereo unspecified)	13	1	8	7	1	-1	0	-0.1	8
COc1ccc(N2C(=O)c3ccccc3C(C)(C)C2=O)cc1	5	2	-4	-4	-2	2	-21	1.1	14
Cc1ccnc(Cc2ccccc2)n1	2	1	-4	4	0	-2	-21	0.4	20
COc1cc(C2C(C(=O)OC(C)C)=C(C)Nc3[nH]c(=O)[nH]c(=O)c32)ccc1O (stereo unspecified)	-3	1	-4	4	2	1	-8	-0.4	3
O=C(c1ccco1)N1CCN(C(=O)C2CCCc3c2[nH]c2ccc(Cl)cc32)CC1 (stereo unspecified)	4	4	-3	2	-3	-2	-9	2.6	19
Cc1ccc2c(C(=O)CSc3ccccc3)c(C)[nH]c2c1	6	1	-8	4	-2	-6	-4	0.1	14
O=C(CNC(=O)c1ccc(Cl)cc1Cl)OCCOc1ccccc1F	1	2	6	1	-1	1	9	-0.3	-11
COc1ccc2nc(C)cc(SCC(=O)N3CCCCC3)c2c1	9	1	6	-4	-1	-1	-8	0.4	7
Cc1ccnc(SC2CC(=O)N(c3ccccc3)C2=O)n1 (stereo unspecified)	10	0	-9	4	0	-1	16	-0.1	-20
CC(=O)[C@@H]1[C@@H](C)N(Cc2ccccc2)C(=O)N[C@H]1c1cccc(C(F)(F)F)c1	15	5	7	2	2	-11	-18	0.7	7
Cn1c(=O)n(C)c2cc(S(=O)(=O)Nc3ccccc3O)ccc21	10	2	2	18	-2	-7	-18	3.5	34
Cc1ccccc1-c1ccnc2[nH]n(-c3ccccc3)c(=O)c12	10	0	2	-7	-3	-10	-2	-0.1	-9
CCOc1ccccc1NC(=O)CN1C(=O)C(C)SC(C)C1=O (stereo unspecified)	-3	0	-2	1	0	8	2	0.3	-1
Cc1ccc(Cc2c(-c3ccc(F)cc3)nc3ccc(Br)cn23)cc1	5	-2	3	2	-5	-1	-3	-0.1	5
Cn1c(SCc2c(F)cccc2Cl)nnc1-c1cnccn1	-2	1	19	23	-2	3	0	0.2	-5
COc1cc2oc3ccccc3c2cc1N(CC(=O)N(C)C)S(=O)(=O)c1ccc(C)cc1	-6	1	3	1	-1	1	-6	0.4	12
O=C(NC(=S)Nc1ccc(Cl)cn1)c1cc([N+](=O)[O-])ccc1N1CCOCC1	-1	1	-5	11	-2	6	3	-0.3	4
CC(C)(C)NCC(O)Cn1cc(C=O)c2ccccc21 (stereo unspecified)	-4	1	-2	14	1	3	12	-0.1	-24
COc1ccc(CNC(=O)c2cn(Cc3ccccc3F)c(=O)s2)cc1	2	3	7	-4	0	-6	-13	2.5	26
O=C(c1cccc(NS(=O)(=O)c2cccc([N+](=O)[O-])c2)c1)N1CCOCC1	-3	3	-1	8	-2	-1	-3	2.0	16
O=C(CNC(=O)c1ccc(Br)o1)OCc1ccc(Br)cc1	3	1	3	1	-2	-1	-12	0.6	6
CCOC(=O)c1c(C)[nH]c(C=O)c1Cc1cccc(Cl)c1	8	-1	5	3	-3	-5	-10	-0.3	16
CN1CCN(CC(=O)O)CC1	-9	0	3	0	1	2	-3	0.3	-11
c1nc(NC2CCCCCC2)c2[nH]cnc2n1	-2	3	-4	2	3	-3	-6	1.2	19
COc1ccccc1C(=O)N1CCN(c2ccccn2)CC1	4	2	-3	4	1	-3	-10	0.6	11
Cc1ccccc1NC(=O)C(C)OC(=O)C1CC(=O)N(Cc2ccco2)C1 (stereo unspecified)	-1	1	-5	4	1	2	-5	-0.1	-4
CSCC(=O)N1CCC(CCC(=O)NC2CC2)CC1	4	0	-7	-2	-4	1	-11	0.5	1
C=Cc1ccc(Cn2c(C)c(C(=O)NCCC#N)sc2=O)cc1	-1	2	2	0	-2	-2	-2	0.6	16
O=C(Nc1ccccc1F)C1CCN(C(=O)Cc2ccccc2)CC1	-2	1	-2	5	-3	-2	14	-0.6	-6
CN(c1ccccc1)S(=O)(=O)c1nnc(NC(=O)COc2ccccc2)s1	4	4	-14	0	2	-3	-6	3.5	12
COc1ccc(-c2nc(CN3CCN(c4cc(C)nc(C)c4)CC3)c(C)o2)c2ccccc12	-1	2	-4	0	-6	5	-12	-1.6	-9
CCCC(=O)NC(c1ccccc1)c1c(O)ccc2ccccc12 (stereo unspecified)	4	2	-10	2	-9	-4	2	1.2	16
COc1cc(C(=O)Nc2ccc(S(=O)(=O)NC(C)C)cc2)cc(OC)c1OC	3	2	-8	11	1	-2	-4	0.8	-1
CN(C)C(=O)CCc1ccc2c3c([nH]c2c1)[C@]1(C)[C@@H](C(=O)N2CCCCC2)C[C@H](CC(=O)NC(C)(C)C)C(=O)N1CC3	7	1	0	-5	1	-10	14	-0.2	-9
COC(=O)c1c(-c2c(Cl)cccc2Cl)noc1NC(=O)NN1CCOCC1	0	0	-2	-10	-1	11	-11	0.3	2
CN(C)Cc1ccc(CNC(=O)c2ccc(Cl)c(S(=O)(=O)NC3CC3)c2)cc1	-1	1	-6	0	0	-6	-6	0.2	3
CC(=O)c1cccc(NC(=O)Cn2cnc(S(=O)(=O)N3CCOCC3)c2)c1	4	0	-6	1	-3	-1	0	4.5	14
S=C(Nc1ccc(Cl)cc1)Nc1ccc2cn[nH]c2c1	2	5	-3	3	2	-4	-16	4.3	9
O=C(NCCS(=O)(=O)N1CCN(c2ccccc2)CC1)c1ccc2c(c1)OCO2	-5	4	-3	-6	1	-2	10	7.8	10
Cc1ccc(OCC(=O)N/N=C\c2ccc(O)cc2)c([N+](=O)[O-])c1	1	8	-4	3	3	-9	4	2.1	-9
COC(=O)c1ccccc1NS(=O)(=O)c1ccc(Cl)nc1	3	3	1	-4	-1	5	-18	1.2	20
CCC(C(=O)NCc1cccnc1)c1ccccc1 (stereo unspecified)	4	0	4	5	0	3	0	-0.5	9
COCCn1nnnc1C(c1ccc(Cl)cc1)N1CCN(C(=O)c2ccco2)CC1 (stereo unspecified)	-4	3	-25	13	-1	9	-24	0.1	20
CCOC(=O)C1(Cc2cccc(OC)c2)CCCN(C(=O)CSC)C1 (stereo unspecified)	7	2	6	-2	-2	-3	1	1.1	6
Cc1ccccc1CSc1nnc(-c2ccccn2)n1C	7	0	0	3	-7	-3	-4	-0.2	6
CCN(CC)CCNC(=O)c1ccccn1	5	0	-6	18	-5	7	-8	-0.1	9
O=C(CN(Cc1ccccc1F)C(=O)c1csnn1)NCc1ccc2c(c1)OCO2	6	7	-8	3	0	0	-10	2.8	9
O=C(OC(C(=O)NC1CCCC1)c1ccccn1)c1cccs1 (stereo unspecified)	-4	2	-4	8	-5	10	-8	0.2	18
NCCc1nnc(SCc2ccccc2Cl)o1	3	0	4	-6	-2	3	4	-0.3	-5
O=C(CNC(=O)c1ccc(Br)cc1)OCC(=O)c1ccccc1	7	2	-8	2	-1	-2	-10	2.2	1
O=C(CNS(=O)(=O)c1ccc(F)cc1)N1CCOCC1	-3	1	-23	6	-3	5	-15	1.0	15
COc1ccc(C2CC(=O)C=C(NNS(=O)(=O)c3ccc(C)cc3)C2)cc1 (stereo unspecified)	7	5	2	-9	1	-9	9	1.9	-6
CCCOC(=O)c1ccc(-c2ccc(C=O)o2)cc1	-4	1	8	-4	-2	3	-1	1.2	11
Oc1cncc(-c2cccnc2)c1	-5	1	1	2	5	6	-7	1.1	9
CC(C)=CC(=O)OCC(=O)Nc1ncc(Cl)c(C)c1Cl	15	1	20	8	-5	-6	-15	0.1	9
Cc1ccc2c(Cl)cc(Cl)c(OCC(=O)NC3CCS(=O)(=O)C3)c2n1 (stereo unspecified)	10	2	3	-1	2	-1	-4	0.0	-1

Screening results deposited in PubChem by The Scripps Research Institute Molecular Screening Center.
